# HSF1 activator: HSF-1 activators, primary screen, NIH3T3-HGL cells, MG132 stress, luminescence, single point. NIH3T3-HGL HSF-1 luciferase reporter, 8 h; 100% = twice DMSO control signal. activation, % at 9 µM. 300,000 compounds, 1.7% hits. AID 504408, 2011;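 active = mean replicate activation of at least 50% with a set share of replicates each reaching 50%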;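 also: 0% = median of the neutral control wells and 100% = twice that signal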
# AI-2 QS mod: Vibrio harveyi AI-2 quorum sensing modulators, primary screen, JMH597 strain, luminescence/OD600 ratio; Vibrio harveyi JMH597 AI-2 luminescence/OD600 ratio, 9 h; hits give low values; strain lacks LuxN and CqsS sensors; 0 = neutral-control median; activity change, % at 7.5 µM; 300,000 compounds, 0.4% hits; in the data active = activity change below about -75%, passing the limit was not always enough;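 also: luminescence divided by OD600 gain over 9 h not by final OD600 alone; inactives centre near 13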
# aSyn 5UTR inh: MLPCN primary screen, SNCA 5' untranslated region; 300,000 compounds, 0.82% hits; alpha-synuclein 5'UTR reporter, inhibitor activity; AID 1813, 2009; inhibition, % (tested at 7.5 µM); in the data active = inhibition above about 60%;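 also: H4 neuroglioblastoma cells stably carrying SNCA 5'UTR luciferase fusion; 0% = DMSO wells and 100% = positive control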
# IEC-6 tox: cytotoxicity in IEC-6 intestinal epithelial cells, primary screen, cytotoxicity control for KLF5 inhibitor project, cell-based, luminescence; AID 1825, 2009; inhibition, % at 5 µM; IEC-6 cytotoxicity, luminescence viability; 290,000 compounds, 0.78% hits; in the data active = inhibition above about 22%;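 also: 0% = plate median of test compound wells and 100% = cytotoxic reference compound wells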
# HSP90 inh: HSP90 inhibitors, primary screen, cell lysate, luminescence; Rabbit reticulocyte lysate, luciferase refolding luminescence, 3 h; inhibition, % at 5.6 µM; 290,000 compounds, 0.91% hits;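 active = inhibition above the screen-wide mean plus 3 SD, computed separately per campaign, cut at about 16% in these data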;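 also: 0% = DMSO wells and 100% = 60 µM geldanamycin wells; inhibitors lower the luminescence because luciferase stays unfolded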
# HIF act: HIF pathway transcriptional activators, primary screen, cell-based, U2OS HRE-luciferase, luminescence; U2OS HRE-luciferase reporter; normalized: DMSO 0%, desferrioxamine 100%; activation, % at 7.5 µM (by protocol); 300,000 compounds, 0.32% hits; AID 1910, 2009;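 active = mean activation of at least 10% of the iron chelator positive control signal, with at least half of replicates also reaching 10%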
# KLF5 inh: KLF5 expression inhibitors, primary screen, DLD-1 cells, luminescence; DLD-1 KLF5 promoter-luciferase reporter; inhibition, % at 5 µM; 290,000 compounds, 0.23% hits; AID 1700, 2009;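 active = inhibition above a per-plate limit of that plate's mean compound inhibition plus 3 SD, cut at about 60% in these data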;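 also: 0% = DMSO wells and 100% = LY294002 at 200 µM; higher means less KLF5 promoter-driven luciferase light; inactives centre near -14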
# GSK3A inh: blockers of GSK3A enzyme activity – biochemical, luminescence, cell-free homogeneous, HTS, primary screen; Glycogen synthase kinase-3 alpha (Homo sapiens), P49840; GSK-3 alpha kinase, ADP-Glo luminescence, 60 min; inhibition, % at 10 µM; 320,000 compounds, 0.1% hits; AID 2650, 2010;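 in the data active = inhibition above about 50%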;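 also: GST-tagged GSK-3 alpha with peptide substrate and 25 µM ATP; 0% = DMSO neutral wells and 100% = GW8510 positive control wells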
# Target sequence (P49840 whole entry, looked up): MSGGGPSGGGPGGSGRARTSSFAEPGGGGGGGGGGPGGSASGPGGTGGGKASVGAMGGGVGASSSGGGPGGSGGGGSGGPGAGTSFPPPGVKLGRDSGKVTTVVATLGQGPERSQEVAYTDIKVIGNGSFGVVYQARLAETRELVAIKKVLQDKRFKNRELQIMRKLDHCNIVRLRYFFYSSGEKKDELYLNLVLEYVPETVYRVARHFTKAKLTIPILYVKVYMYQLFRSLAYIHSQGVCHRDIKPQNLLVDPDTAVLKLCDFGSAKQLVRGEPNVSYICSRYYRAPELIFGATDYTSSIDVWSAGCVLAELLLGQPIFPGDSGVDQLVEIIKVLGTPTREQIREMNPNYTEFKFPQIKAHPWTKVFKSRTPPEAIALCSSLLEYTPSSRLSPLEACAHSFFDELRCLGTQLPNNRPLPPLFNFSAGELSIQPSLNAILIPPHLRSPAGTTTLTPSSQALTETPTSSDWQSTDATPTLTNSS
# GSK3beta inhib: human GSK3beta kinase inhibitors, primary screen, biochemical, cell-free homogeneous, HTS; Glycogen synthase kinase-3 beta (Homo sapiens), P49841; GST-GSK3beta kinase, ADP-Glo luminescence, 60 min; hits give low values; activity score (negative = inhibition), % at 10 µM; 300,000 compounds, 0.038% hits;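 active = more than half of replicate wells score below -50%, meaning over 50% inhibition versus plate controls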;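 also: 0% = median DMSO wells and -100% = median GW8510 positive control wells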
# Target sequence (P49841 whole entry, looked up): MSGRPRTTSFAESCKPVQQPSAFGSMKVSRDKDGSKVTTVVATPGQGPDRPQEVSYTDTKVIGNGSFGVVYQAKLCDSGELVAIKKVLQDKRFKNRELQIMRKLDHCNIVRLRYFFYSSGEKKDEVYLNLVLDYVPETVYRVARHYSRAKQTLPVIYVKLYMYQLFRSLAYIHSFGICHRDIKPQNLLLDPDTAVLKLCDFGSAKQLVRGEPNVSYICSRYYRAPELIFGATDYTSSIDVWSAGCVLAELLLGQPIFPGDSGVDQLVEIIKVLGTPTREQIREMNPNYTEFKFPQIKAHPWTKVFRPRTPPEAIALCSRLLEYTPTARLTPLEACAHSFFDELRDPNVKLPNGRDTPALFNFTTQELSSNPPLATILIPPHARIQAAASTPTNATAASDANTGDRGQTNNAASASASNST
#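 Assay system: GST-fused GSK3beta enzyme, cell-free / Medium: Tris pH 7.5 buffer with MgCl2, DTT, BSA, heparin / Also added: peptide substrate plus 25 µM ATP (final) / Compound: 10 µM single point / Timing: kinase reaction with compound 60 min at room temperature / Detection: ADP-Glo luminescence / Benchmarks: DMSO neutral wells and GW8510 at 20 µM as positive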
# HSF1 inh: HSF1 inhibitors in luciferase reporter cells, primary screen, cell-based, NIH3T3, luminescence. NIH3T3-HGL HSE-luciferase, MG132-induced, luminescence 8 h; hits give low values. activity change, negative = inhibition, % at 7.5 µM (by protocol). 300,000 compounds, 0.77% hits;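 active = more than half of replicate wells show activity change below -50%, luminescence cut by over half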;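 also: luciferase reports HSF-1 transcriptional activity via heat shock element; 0% = median of DMSO wells and -100% = zero luminescence signal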
# Starred values were filed as active, the others as inactive; . = not tested or not shown.
SMILES,HSF1 activator,AI-2 QS mod,aSyn 5UTR inh,IEC-6 tox,HSP90 inh,HIF act,KLF5 inh,GSK3A inh,GSK3beta inhib,HSF1 inh
CCN1C(=O)CC(C(=O)O)SC1=Nc1ccc(OC)cc1 (centres undefined),19,7,0,3,-2,-0.5,17,-4,0,1
CC(=O)c1ccc(OCCCC(=O)NC(C)c2ccc(S(N)(=O)=O)cc2)cc1 (centres undefined),2,18,-13,-1,0,-0.1,-23,-3,1,0
CC(OC(=O)Cn1nnc2ccccc21)C(=O)NC1CCCC1 (centres undefined),-6,13,12,-1,6,-1.2,-3,-1,-3,0
CCOc1ncccc1C(=O)OCC(=O)NC(=O)NC(C)C,-7,17,20,7,0,-1.1,11,-2,4,1
CS(=O)(=O)c1ccc(Cl)c(NC(=O)COc2ccc3c(c2)CCC3)c1,6,26,-8,.,.,0.0,.,.,-3,8
COc1ccccc1-c1nc(C#N)c(N2CCN(C(=O)c3ccco3)CC2)o1,-20,8,7,-8,-5,0.2,-17,1,2,-6
O=C(O)c1ccc2c(c1)C(=O)N(c1ccc(Nc3ccccc3)cc1)C2=O,-1,76,7,-7,2,-2.0,-45,3,0,-2
COC(=O)c1ccc(CN2CCCCC2)cc1,8,16,-22,-5,-1,-0.1,-10,-10,2,2
O=C(c1ccco1)N1CCc2[nH]nc(-c3ccccc3)c2C1,-15,6,-10,5,2,0.2,-35,6,-4,5
Oc1c(Br)cc(Br)cc1CNn1cnnc1,13,23,8,5,67*,-12,-13,-2,1,-1
O=C(Cc1c(F)cccc1Cl)NCc1cccnc1,8,1,-1,-1,-6,-0.5,-29,0,1,-6
CCOc1ccc(CN(C)C(=O)[C@H](Cc2ccccc2)NC(=O)OCc2ccccc2)cc1OC,-2,5,29,-6,-3,-0.1,-9,1,2,5
COc1ccc(C(C)NC(=O)Nc2ccc(C(C)=O)cc2)cc1OC (centres undefined),10,4,-100,-3,-4,2.0,-39,-4,1,5
COCc1cc(Sc2cccc(Cl)c2Cl)nc(-c2ccccc2)n1,-3,12,13,-2,1,-0.3,-4,-3,1,5
CCc1nc(SCC(=O)Nc2ccccc2Cl)n[nH]1,4,.,2,7,-5,0.5,-4,1,.,0
Cc1ccc(C(=O)N/C(=C/c2ccco2)C(=O)Nc2cccc(C(=O)O)c2)cc1,-57,9,-3,-7,0,0.8,-50,2,4,-44
O=C(c1nc2n(n1)C(c1ccc(Cl)cc1)C=C(c1ccccc1)N2)N1CCOCC1 (centres undefined),-11,10,14,6,0,-0.1,23,0,2,4
CN(CC(=O)Nc1ccc(N2CCOCC2)cc1)C(=O)CCc1ccccc1Cl,6,24,3,.,.,0.0,.,-3,3,-2
O=C(c1ccc(NC(=O)C2(c3ccccc3)CCOCC2)cc1)N1CCOCC1,-5,24,12,-1,-1,-1.7,-13,-2,1,-4
O=C1Nc2ccc(S(=O)(=O)NCCCO)c3cccc1c23,1,10,14,-1,-2,-0.7,-41,5,0,10
CC(C)CNC(=O)C1CCN(Cc2ccc(OCc3ccccc3)cc2)CC1,-71,7,-95,1,10,1.1,-102,-5,-1,-61*
O=C(NCc1ccc(-c2csnn2)cc1)c1cc(Cl)cc(Cl)c1,5,18,33,0,1,-0.4,-12,2,-2,-3
CN(C)C(=O)c1ccc(Cl)cc1[N+](=O)[O-],4,31,14,1,2,-0.9,-10,1,-1,-2
CN1C(=O)C(O)(C2OC(C)(C)CCC2=O)c2ccccc21 (centres undefined),-6,38,-7,0,1,0.0,-9,-3,5,-10
Cc1c(Cl)c(C(=O)NNC(=S)Nc2ccccc2)nn1C,16,-1,-102,-1,3,0.3,-98,1,3,16

# (next part)
SMILES,HSF1 activator,AI-2 QS mod,aSyn 5UTR inh,IEC-6 tox,HSP90 inh,HIF act,KLF5 inh,GSK3A inh,GSK3beta inhib,HSF1 inh
CCCC(=O)NC1CCCc2c1cnn2-c1ccc(C)c(C)c1 (centres undefined),6,20,-35,-5,0,1.4,-74,-9,-6,10
CCC(=O)N/C(N)=N/c1nc(C)c2cc(OC)ccc2n1,14,22,-107,3,-1,0.9,-35,0,-3,24
Cc1ccc(S(=O)(=O)n2nc(C)c(Br)c2C)c(C)c1C,10,43,31,1,8,0.2,-26,1,-2,1
Cc1ccc(/C(N)=N/OC(=O)CSc2ccccc2)cc1,62*,-8,-185,-5,-3,0.8,-113,-7,2,45
CN1CCC(N(C)C(=O)CCc2nc3ccccc3n2-c2ccccc2)CC1,-3,11,11,2,4,-0.3,-22,-1,1,-4
CNC(=S)N1CCN(c2ccc(Cl)c(Cl)c2)CC1,0,-29,20,6,0,0.3,-23,-1,3,9
CC(=O)Nc1ccc(C(=O)CSc2nnc(C)o2)cc1,5,30,-7,-2,2,0.4,-8,0,2,3
COC(=O)C1CCCN1S(=O)(=O)c1ccc2ccccc2c1 (centres undefined),-2,36,15,6,-1,0.2,6,-2,-1,-2
O=C(CN(Cc1ccco1)C(=O)c1cc(=O)[nH]c2ccccc12)Nc1ccccc1Br,-7,18,16,2,0,-0.3,-9,0,1,0
COC(=O)c1cc(NC(=O)c2ccc(Cn3cc(Cl)cn3)o2)cc(C(=O)OC)c1,35,-8,3,1,-2,-12,-15,1,-2,6
CN(CC(=O)N1CCOCC1)S(=O)(=O)c1cc(Cl)ccc1Cl,-12,.,5,0,5,-1.5,-26,0,.,-3
CCOC(=O)C1=C(C)N(c2ccc(OC)cc2)C(=O)/C1=C\c1ccc(O)c(OCC)c1,10,26,-2,0,4,-0.1,4,-4,1,7
CCN1N=C(c2ccccc2)CCC1=O,4,20,-2,-2,-5,-28,-28,-3,0,-3
Cc1occc1C(=O)n1nnc2ccccc21,-10,12,13,12,2,0.2,-22,-2,-3,-9
O=C(NCc1cccnc1)C(=O)NCC1OCCCN1S(=O)(=O)c1ccc(F)cc1 (centres undefined),-6,25,5,0,2,0.3,-15,0,2,-4
Cc1cc(NC(=O)CSc2nc3c(cc2C#N)CCCCC3)no1,46,23,-104,-2,0,4.0,-117,-1,1,42
OCCC1CN(Cc2ccc3cccc(F)c3n2)CCN1Cc1ccccc1 (centres undefined),-4,10,-5,-4,1,-0.1,-6,-4,0,-4
COCCCNC(=O)C(=O)C1C(=O)Nc2ccccc21 (centres undefined),4,40,-15,3,0,-0.1,-32,.,3,-8
COc1ccccc1C(=O)NCCC(=O)Nc1ncccc1C,-16,12,-3,3,-4,0.4,-9,-1,0,-3
CN(C)c1ccc(/C=C/c2cccc[n+]2[O-])cc1,47,5,-101,-10,-2,1.5,-46,-3,0,12
CCNC(=O)COC(=O)c1ccc(-n2nc(C)cc2C)cc1,9,10,7,-2,1,-0.2,-7,-1,9,1
COc1ccc(CNC(=O)c2cccc3c2C(=O)N(CC2CCCO2)C3)cc1 (centres undefined),23,8,-4,-4,-2,0.4,-14,2,-19,-1
COCCNC(=O)Cn1nc(-c2ccccc2C)ccc1=O,26,7,-5,3,2,0.2,-23,-2,-3,-1
COc1ccc2c(c1)sc1nc(-c3ccccc3)cn12,-72,2,105*,76*,63*,-3.8,72*,2,-3,-68*
Cc1ccccc1NC(=O)c1ccccc1O,34,1,-118,-1,2,408*,-77,-1,1,17

# Carrying on.
SMILES,HSF1 activator,AI-2 QS mod,aSyn 5UTR inh,IEC-6 tox,HSP90 inh,HIF act,KLF5 inh,GSK3A inh,GSK3beta inhib,HSF1 inh
O=C(O)c1ccc2nc(-c3ccccc3)sc2c1,-57,14,-7,1,95*,-1.3,41,4,-9,-58*
CCOC(=O)N1CCN(S(=O)(=O)c2cc(C)c(C)cc2C)CC1,-3,2,15,0,-2,-1.8,-19,0,-1,4
COc1ccc(C2=NCC(CSc3nnnn3C)S2)cc1 (centres undefined),-5,.,-50,-6,2,0.7,-41,-1,.,2
N/C(CN1CCCCC1)=N\S(=O)(=O)c1cc(Cl)cc(Cl)c1,11,18,3,-3,5,0.0,-20,-1,2,-5
COc1cc(/C=C/C(=O)O)ccc1S(=O)(=O)N1CCCc2ccccc21,14,23,30,8,-1,-0.2,-29,-4,0,-2
C=CCNc1nc(Nc2ccc(Cl)cc2)nc(OC)n1,.,8,-41,2,-2,1.1,-61,7,-3,.
CCOCCCNC(=O)C1(O)c2cc(Br)ccc2NC(=O)N1c1ccc(OCC)cc1 (centres undefined),-7,14,14,0,0,0.4,-19,-1,-1,-9
Cc1csc2c(=O)sc(NC(=O)c3cccs3)nc12,-12,18,-19,3,-3,0.0,-12,0,0,-1
CCOc1cccc(/C=N/NS(=O)(=O)c2ccc(C)c([N+](=O)[O-])c2)c1O,6,19,-2,-6,5,-0.1,-3,-6,3,3
CCCc1nc(SCc2ccc(OCC)cc2)n[nH]1,27,18,-10,1,2,-0.6,-23,-3,-1,3
Cc1cc(/C([O-])=C(/C(=S)Nc2ccc(F)cc2)[n+]2ccccc2)c(C)n1-c1ccc(F)cc1,7,31,-121,-6,0,1.5,-28,-1,1,-1
COc1ccccc1N1CCN(C(=O)CCNS(=O)(=O)c2cc(Br)cnc2N)CC1,0,1,12,0,3,.,-6,.,-7,-1
CCN1C(=O)[C@H]2[C@@H](c3ccc(C)cc3)N3C(=O)N(c4cccc(Cl)c4)C(=O)[C@@]3(Cc3ccccc3)[C@H]2C1=O,1,15,-5,.,.,0.4,.,.,-1,1
Cn1cc(/C=N/NC(=O)COc2ccccc2[N+](=O)[O-])c2ccccc21,3,20,-2,2,-2,0.3,-39,0,2,-3
CCN(CC)c1ccc(/C=N/NC(=S)NCc2ccccc2)c(O)c1,-34,17,51,3,1,6.0,-6,2,3,-16
CCCCN(CCCNC(=O)C1CCCN(S(=O)(=O)CCC)C1)Cc1ccccc1 (centres undefined),-14,12,12,-8,0,-1.5,-4,2,2,-6
COc1ccc(S(=O)(=O)N(C)c2ccc(C(=O)N3CCC(C(N)=O)CC3)cc2)cc1OC,8,24,25,4,4,-0.5,3,-4,3,-5
CCOc1ccccc1NC(=O)CSc1nnc(-c2cccnc2)o1,8,23,-19,.,.,-0.2,.,4,-1,-1

# Three entries drawn at random from those above:
SMILES,HSF1 activator,AI-2 QS mod,aSyn 5UTR inh,IEC-6 tox,HSP90 inh,HIF act,KLF5 inh,GSK3A inh,GSK3beta inhib,HSF1 inh
C=CCNc1nc(Nc2ccc(Cl)cc2)nc(OC)n1,.,8,-41,2,-2,1.1,-61,7,-3,.
CCOc1cccc(/C=N/NS(=O)(=O)c2ccc(C)c([N+](=O)[O-])c2)c1O,6,19,-2,-6,5,-0.1,-3,-6,3,3
CCOc1ccccc1NC(=O)CSc1nnc(-c2cccnc2)o1,8,23,-19,.,.,-0.2,.,4,-1,-1
